# CHO parental Ca = ATP-evoked calcium signal inhibitors, parental CHO, primary screen, counter-screen for OX1R antagonist project, cell-based, fluorescence, Fluo-8 calcium dye; actives 0.63% (n = 330,000); parental CHO-K1, ATP-induced calcium, Fluo-8 fluorescence; inhibition, % at 5.6 µM;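 active = inhibition above that plate's mean sample inhibition plus 3 SD, cut at about 26% in these data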;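 note: 0% = ATP-challenged DMSO wells and 100% = DMSO wells without ATP; some compounds past the cut are filed as inactive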
#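 material = parental CHO cells | also added = ATP as calcium-mobilizing challenge | dosing = single point at 5.6 µM | detection = intracellular calcium via Fluo-8 no-wash fluorescent dye | read-out = % inhibition | benchmarks = low control ATP plus DMSO, high control DMSO only | repeats = one well per compound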
# M1 ag parental = counter-screen for M1 agonists: effect in parental CHO-K1 cells; Fluo-8 calcium fluorescence; scaled to maximal ATP response, vehicle zero; activation, % at 3 µM; actives 0.48% (n = 360,000); in the data active = activation above about 15%;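 note: untransfected CHO-K1 host cells lacking M1 receptor as counterscreen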
# M4 antag = human M4 muscarinic receptor antagonists, primary screen, CHO cells, Fluo-8 calcium fluorescence | Muscarinic acetylcholine receptor M4 (Homo sapiens), P08173 | CHO-hM4 cells, ACh EC80 | inhibition, % at 3 µM | actives 0.73% (n = 360,000) | AID 624125, 2012;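 active = inhibition above its plate's cutoff, the mean inhibition of sample wells plus 3 SD, cut at about 27% in these data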;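 note: 0% = acetylcholine EC80 with DMSO and 100% = DMSO without agonist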
# Target sequence (P08173 whole entry, looked up): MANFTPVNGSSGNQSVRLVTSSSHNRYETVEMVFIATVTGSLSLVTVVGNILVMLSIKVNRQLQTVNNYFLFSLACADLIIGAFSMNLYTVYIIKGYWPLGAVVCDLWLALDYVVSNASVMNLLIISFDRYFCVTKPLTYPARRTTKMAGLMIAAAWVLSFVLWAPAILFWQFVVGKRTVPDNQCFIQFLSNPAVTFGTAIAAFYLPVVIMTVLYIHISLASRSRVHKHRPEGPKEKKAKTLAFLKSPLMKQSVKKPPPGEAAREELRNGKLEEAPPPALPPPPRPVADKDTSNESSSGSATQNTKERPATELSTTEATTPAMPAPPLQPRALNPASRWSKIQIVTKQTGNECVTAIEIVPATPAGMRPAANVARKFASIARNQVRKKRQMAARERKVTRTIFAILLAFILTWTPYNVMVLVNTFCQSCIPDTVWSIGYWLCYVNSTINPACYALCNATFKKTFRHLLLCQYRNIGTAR
# CHRM1 agonist = human M1 muscarinic receptor agonists, primary screen, Fluo-8 calcium fluorescence, CHO-K1 cells, HTS. Muscarinic acetylcholine receptor M1 (Homo sapiens), P11229. CHO-K1 hM1, agonist mode; 0% DMSO, 100% acetylcholine EC100. activation, % at 3 µM. actives 0.33% (n = 360,000). AID 588814, 2011;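 active = activation above the run's mean compound activation plus 3 SD, cut at about 16% in these data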;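 note: peak over basal fluorescence ratio within a 140 s kinetic read after compound addition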
# Target sequence (P11229 whole entry, looked up): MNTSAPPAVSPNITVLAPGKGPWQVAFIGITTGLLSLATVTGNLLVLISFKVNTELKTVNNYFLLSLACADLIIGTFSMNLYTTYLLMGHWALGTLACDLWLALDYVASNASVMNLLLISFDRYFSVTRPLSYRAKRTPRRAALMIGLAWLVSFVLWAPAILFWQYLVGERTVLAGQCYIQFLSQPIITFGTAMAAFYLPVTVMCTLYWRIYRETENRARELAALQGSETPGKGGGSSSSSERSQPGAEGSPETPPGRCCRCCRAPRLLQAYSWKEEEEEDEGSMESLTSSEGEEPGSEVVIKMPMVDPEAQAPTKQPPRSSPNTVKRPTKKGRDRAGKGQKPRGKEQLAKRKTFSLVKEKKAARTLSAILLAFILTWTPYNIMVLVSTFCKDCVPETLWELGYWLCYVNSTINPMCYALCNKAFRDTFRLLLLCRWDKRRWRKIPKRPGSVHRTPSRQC
# CHRM4 agonist = human M4 muscarinic receptor agonists, primary screen, CHO-K1 cells, Fluo-8 calcium fluorescence. actives 0.14% (n = 360,000). CHO-K1 hM4/Gqi5; vehicle 0%, full acetylcholine response 100%. activation, % at 3 µM;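 active = activation above the run mean over all test wells plus 3 SD, cut at about 32% in these data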;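 note: peak over basal fluorescence ratio per well then scaled between controls; 0% = DMSO wells and 100% = acetylcholine at EC100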
# CHO-K1 Ca antag = nonselective inhibitor or artifact in parental CHO-K1 cells. ATP-induced calcium, Fluo-8 fluorescence. inhibition, % at 3 µM. actives 0.6% (n = 360,000). AID 602250;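 active = inhibition above a per-plate cutoff, the plate's mean sample inhibition plus 3 SD, cut at about 24% in these data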;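 note: 0% = DMSO plus EC80 ATP and 100% = DMSO alone without ATP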
# OXTR potentiate = human OXTR potentiators, primary screen, fluorescence, CHO-OTR cells, Fluo-8 calcium; Oxytocin receptor (Homo sapiens), P30559; Fluo-8 calcium fluorescence, potentiator mode; 0% = oxytocin EC15, 100% = EC100; actives 0.061% (n = 320,000); activation, % at 3 µM;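 active = activation above that plate's cutoff, the mean activation of tested compounds plus 3 SD, cut at about 6.6% in these data, passing the limit was not always enough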;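 note: 100% uses oxytocin at 75 nM as the full agonist control; some results filed as inactive read as strong as hits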
#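 Assay system: CHO cell line stably expressing human OTR. Reagent: EC15 oxytocin agonist. Dosing: single dose, 3.0 µM nominal final compound concentration. Timing: compound 6 min at room temperature before oxytocin, 100 s read. Signal: kinetic Fluo-8 calcium fluorescence. Controls: oxytocin EC15 low and EC100 high.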
# M1 PAM = human M1 muscarinic receptor positive allosteric modulators, primary screen, CHO-K1 cells, Fluo-8 calcium fluorescence, 1536-well | AID 588819, 2011 | activation, % at 3 µM | Muscarinic acetylcholine receptor M1 (Homo sapiens), P11229 | CHO-K1 hM1, ACh EC20; 0% = ACh EC20, 100% = maximal ACh | actives 0.088% (n = 360,000); in the data active = activation above about 19%, passing the limit was not always enough
# M1 antag = human M1 muscarinic receptor antagonists, primary screen, CHO-K1 cells, Fluo-8 calcium fluorescence, 1536-well; AID 588852, 2011; Muscarinic acetylcholine receptor M1 (Homo sapiens), P11229; inhibition, % at 3 µM; CHO-K1 hM1, ACh EC80 antagonist; actives 1.3% (n = 360,000);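 active = percent inhibition above its own plate's cutoff, namely the mean of that plate's compound wells plus 3 SD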;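 note: peak over basal fluorescence ratio during 140 s after agonist addition; 0% = ACh EC80 plus DMSO and 100% = DMSO alone without agonist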
# Numbers without * were called inactive; . = not tested or not shown.
1: CC(Nc1cccc(F)c1)C(=O)Nc1ccc(S(N)(=O)=O)cc1 (stereo unspecified)
2: O=C(CN1C(=O)CCS(=O)(=O)c2ccccc21)Nc1ccccc1F
3: O=C(Cn1c(=O)c2cccn2c2cccnc21)N1CCN(c2ccccc2F)CC1
4: Cc1[nH]n(-c2ccccc2)c(=O)c1CCOC(=O)c1cccc(C(F)(F)F)c1
5: Cc1cc2n(n1)C(c1ccsc1)Nc1ccccc1-2 (stereo unspecified)
6: NC(N)=N/N=C/c1ccc(Cl)c([N+](=O)[O-])c1

Compound	1	2	3	4	5	6
CHO parental Ca	-3	-8	-27	-22	-18	1
M1 ag parental	3.1	0.5	4.2	1.5	0.4	0.7
M4 antag	0	-2	-9	-7	0	-8
CHRM1 agonist	-8	0	0	-6	-6	-8
CHRM4 agonist	0	1	8	0	-1	2
CHO-K1 Ca antag	-3	-10	-9	-3	-3	-12
OXTR potentiate	-5	-2	3	-13	3	-25
M1 PAM	-5	5	13	10	7	2
M1 antag	6	0	14	-11	-4	-6

7: O=C(Nc1nnc(CCS(=O)(=O)c2ccc3ccccc3c2)s1)c1ccc([N+](=O)[O-])cc1
8: COc1ccccc1NC(=O)c1cc2c(s1)-c1ccccc1S(=O)(=O)C2
9: CN(Cc1cnccn1)C(=O)CC1C(=O)NCCN1Cc1ccc(F)cc1Cl (stereo unspecified)
10: CCN(C(=O)CSc1nnc(-c2ccc(C)cc2)n1N)c1c(N)n(Cc2ccccc2)c(=O)[nH]c1=O
11: COc1ccc(-c2[nH]ncc2CN2C[C@@H]3CCC[C@H]2C3)c(F)c1
12: N#CC(C(=O)c1ccccc1Cl)=C1SCCCS1

Compound	7	8	9	10	11	12
CHO parental Ca	-13	-8	-21	.	-24	-6
M1 ag parental	0.8	4.2	0.3	0.5	-0.1	0.5
M4 antag	-3	-1	-1	-3	-5	9
CHRM1 agonist	-4	-2	0	-4	-13	-5
CHRM4 agonist	2	11	1	0	1	1
CHO-K1 Ca antag	-8	-4	-9	-4	1	1
OXTR potentiate	-4	0	-6	.	3	4
M1 PAM	11	-1	18	11	-9	-1
M1 antag	-5	-3	-13	-9	-5	4

13: COCCSc1ccccc1C(=O)Nc1ccc2c(c1)OCCO2
14: CCOC(=O)C1CCN(CC(=O)Nc2cc(C)nn2-c2nc3ccccc3s2)CC1
15: c1ccc(-n2nnnc2-c2cccc3ccccc23)cc1
16: COc1ccc(N=C2SC(C(=O)O)CC(=O)N2C)cc1 (stereo unspecified)
17: CC(=O)Nc1cc(-c2ccc(CO)cc2)cn2c(-c3ccc(F)cc3)cnc12
18: O=C(NCc1ccco1)c1ccc(NS(=O)(=O)c2cccc([N+](=O)[O-])c2)cc1

Compound	13	14	15	16	17	18
CHO parental Ca	-3	.	.	-3	.	-3
M1 ag parental	0.5	0.1	0.3	-0.3	2.7	0.3
M4 antag	-2	3	1	2	-3	8
CHRM1 agonist	-2	0	2	-3	-4	0
CHRM4 agonist	1	0	1	1	9	0
CHO-K1 Ca antag	-9	6	-11	-7	-1	0
OXTR potentiate	-8	.	.	-12	.	1
M1 PAM	20	8	15	0	-6	4
M1 antag	-33	-38	-5	6	13	-2

# In the list so far, these have a nitro group on carbon.
6: NC(N)=N/N=C/c1ccc(Cl)c([N+](=O)[O-])c1
7: O=C(Nc1nnc(CCS(=O)(=O)c2ccc3ccccc3c2)s1)c1ccc([N+](=O)[O-])cc1
18: O=C(NCc1ccco1)c1ccc(NS(=O)(=O)c2cccc([N+](=O)[O-])c2)cc1

Compound	6	7	18
CHO parental Ca	1	-13	-3
M1 ag parental	0.7	0.8	0.3
M4 antag	-8	-3	8
CHRM1 agonist	-8	-4	0
CHRM4 agonist	2	2	0
CHO-K1 Ca antag	-12	-8	0
OXTR potentiate	-25	-4	1
M1 PAM	2	11	4
M1 antag	-6	-5	-2

# (cont.)
19: COc1ccc(/C=C(/NC(=O)c2ccccc2)C(=O)NC(Cc2c[nH]c3ccccc23)C(=O)O)cc1 (stereo unspecified)
20: COc1ccccc1N(CC(=O)NCCSc1ccccn1)S(=O)(=O)c1ccccc1
21: S=c1[nH]cc(Cc2ccccc2)s1
22: Cc1ccccc1C(=O)NC(=S)Nc1ccc2[nH]c(=O)[nH]c2c1
23: CCN(C(=O)CSc1nnc(COc2cccc(C)c2)o1)c1nc(C)cs1
24: O=C(CSc1nncs1)N1CCN(S(=O)(=O)c2ccccc2)CC1

Compound	19	20	21	22	23	24
CHO parental Ca	.	-27	-2	-2	-9	-8
M1 ag parental	0.1	8.6	-0.4	-0.2	0.1	1.9
M4 antag	-3	2	3	0	-10	-2
CHRM1 agonist	-3	-6	-1	-2	-1	-7
CHRM4 agonist	1	16	0	-1	1	2
CHO-K1 Ca antag	-7	0	-7	-10	-4	-17
OXTR potentiate	.	-14	-9	-6	4	-8
M1 PAM	6	-4	8	-1	9	7
M1 antag	-12	6	-1	0	-6	-9

25: O=C(CCSc1nc2ccccc2s1)N/N=C/c1c(O)ccc2ccccc12
26: N#CC1c2ccccc2-c2ccccc2N1C(=O)c1ccccc1 (stereo unspecified)
27: CCOC(=O)/C(=C\C=C1/Sc2ccccc2N1CC)C(C)=O
28: CNC(=O)c1ccc(-c2nc(-c3ccccc3)cs2)cc1
29: CN(CC(=O)Nc1ccc(F)c(F)c1F)C(=O)C1CCN(C(=O)Nc2ccccc2)CC1
30: CC(NC(=O)C1CCC1)c1ccc(Cl)cc1 (stereo unspecified)

Compound	25	26	27	28	29	30
CHO parental Ca	6	.	34	-5	-13	-13
M1 ag parental	-0.3	1.5	38*	1.6	0.5	0.3
M4 antag	7	-24	4	4	-11	4
CHRM1 agonist	-6	-7	47*	-6	-1	5
CHRM4 agonist	1	3	52*	6	-1	0
CHO-K1 Ca antag	-7	-11	18	15	5	-2
OXTR potentiate	-10	.	-12	-15	12	-5
M1 PAM	1	0	-13	1	8	1
M1 antag	12	-1	25	-3	-3	9

31: CCN(CC)S(=O)(=O)c1cccc2c(N(C)C)cccc12
32: Cc1cccc(C(C)C)c1NC(=O)CSc1cccc[n+]1[O-]
33: Cc1ccc(-c2cc(C(=O)N3CCN(c4ncccn4)CC3)c3cc(Br)ccc3n2)o1
34: C=CCNc1nc2cc(-c3ccccc3OC)sc2c(=O)n1C
35: CC1=C(C(=O)OC(C)(C)C)C(c2ccco2)C(C#N)=C(N)O1 (stereo unspecified)
36: Cc1ccc(NC(=O)/C=N/OCC(=O)NCc2ccccc2Cl)cc1

Compound	31	32	33	34	35	36
CHO parental Ca	-12	-6	-12	.	-5	-9
M1 ag parental	1.4	0.1	6.3	0.3	0.0	0.9
M4 antag	3	2	19	3	10	6
CHRM1 agonist	-4	-1	-1	-4	-6	-5
CHRM4 agonist	1	0	23	0	0	1
CHO-K1 Ca antag	-9	5	-2	-4	-4	-4
OXTR potentiate	-27	-3	-4	.	-6	-3
M1 PAM	1	-4	-12	-1	5	3
M1 antag	2	7	22	-7	-8	6

# Among those listed so far, these contain a furan ring, fused or not:
18: O=C(NCc1ccco1)c1ccc(NS(=O)(=O)c2cccc([N+](=O)[O-])c2)cc1
33: Cc1ccc(-c2cc(C(=O)N3CCN(c4ncccn4)CC3)c3cc(Br)ccc3n2)o1
35: CC1=C(C(=O)OC(C)(C)C)C(c2ccco2)C(C#N)=C(N)O1 (stereo unspecified)

Compound	18	33	35
CHO parental Ca	-3	-12	-5
M1 ag parental	0.3	6.3	0.0
M4 antag	8	19	10
CHRM1 agonist	0	-1	-6
CHRM4 agonist	0	23	0
CHO-K1 Ca antag	0	-2	-4
OXTR potentiate	1	-4	-6
M1 PAM	4	-12	5
M1 antag	-2	22	-8

# (more compounds)
No.	molecule	CHO parental Ca	M1 ag parental	M4 antag	CHRM1 agonist	CHRM4 agonist	CHO-K1 Ca antag	OXTR potentiate	M1 PAM	M1 antag
37	CC1CCc2nn(CC(=O)Nc3c(F)cc(F)cc3Br)cc2C1 (stereo unspecified)	-12	-0.5	-13	-1	1	15	-3	5	-7
38	CCOc1ccccc1OCCCC(=O)NCCc1ccc(S(N)(=O)=O)cc1	-15	1.0	-10	-1	0	-9	-1	8	-14
39	Cc1ccc2c(N)c(C(=O)c3ccccc3)sc2n1	-3	2.9	-14	-1	1	-5	-2	17	-2
40	CCOc1ccccc1C(=O)OCC(=O)NCc1ccc2c(c1)OCO2	-13	-0.8	8	-2	3	-7	-1	0	4
41	O=C(Nc1cccc(C(=O)O)c1)/C(=C\c1ccco1)NC(=O)c1ccc(Br)o1	-6	0.6	-8	-3	0	-12	-9	10	-6
42	COc1ccc(S(=O)(=O)NCc2ccco2)cc1-c1nnc2c3ccccc3c(C)nn12	-13	1.5	-1	-6	3	-13	-3	4	-7
43	COc1ccc(N(C(=O)c2snc(C(N)=O)c2N)C(C(=O)NC2CCCC2)c2ccco2)c(OC)c1 (stereo unspecified)	.	0.0	-11	-3	0	-9	.	16	-17
44	Cc1cccc(NC(=O)CSc2cccc3cccnc23)c1C	-5	0.0	5	-3	0	-7	-1	0	-3
45	Cn1nnnc1SCC(=O)N1CCN(c2cccc(Cl)c2)CC1	-5	0.7	-12	-8	4	-9	-16	-4	1
46	CN(Cc1ccccc1)C(=O)COC(=O)c1cc(=O)[nH]c2ccccc12	-11	-0.1	-10	1	1	-11	5	4	-11
47	Cc1noc(C)c1COC(=O)COc1ccc(C#N)cc1	-11	0.2	3	2	0	-11	-3	9	-5
48	NC(=O)c1cccc(-c2ccnc3c2CC(C(=O)Nc2ccccc2)O3)c1 (stereo unspecified)	.	1.4	4	1	4	7	.	-2	2
49	COc1ccc(C2(C)NC(=O)N(CC(=O)Nc3ccc(S(=O)(=O)N4CCCC4)cc3)C2=O)cc1 (stereo unspecified)	-6	1.9	5	-7	3	-11	-9	2	5
50	CS(=O)(=O)N1CCCC(C(=O)NCc2cccs2)C1 (stereo unspecified)	1	-0.3	0	0	2	-1	-5	3	-23
51	O=C(Nc1ccc(Cl)cc1C(F)(F)F)C(Sc1nnc(-c2cccs2)o1)c1ccccc1 (stereo unspecified)	12	3.0	1	-4	3	-4	-9	1	3
52	CC(=O)Nc1cccc(-c2cc(NC(C)=O)c3ncc(-c4cccc(C(C)=O)c4)n3c2)c1	.	4.8	-7	-3	12	-14	.	-17	12
53	O=C(Nc1ccccc1N1CCOCC1)c1ccc(OCc2cscn2)cc1	-27	3.8	-4	-6	12	-13	-5	2	-11
54	c1ccc(SCCOCCn2cncn2)cc1	-1	0.1	3	-2	0	-6	-3	1	-25
55	CSCC[C@H](NC(=O)OC(C)(C)C)c1nnc(SCC(=O)Nc2ccc(C)cc2C)o1	-18	3.2	-10	-2	4	-9	-13	3	-4
56	COc1ccc(C(=O)Nc2ccc3[nH]ccc3c2)cc1	-7	-0.1	-8	0	0	-10	-1	12	-7
